NPY1 pot ag – potentiates or activates human NPY-Y1 receptor | NPY-Y1 expressing cells, potentiator/agonist activation | activation, % at 3.6 µM | 0.37% of 220,000 active; in the data active = activation above about 33%, passing the limit was not always enough;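 also: cells stimulated with NPY at EC10 then isoproterenol at EC100; 0% = low agonist plus stimulus and 100% = saturating agonist plus stimulus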
Runt-SMMHC FRET – inhibitors of human RUNX1 Runt domain binding to CBFb-SMMHC; Q01196+Q13951; Cerulean-Runt/Venus-CBFb-SMMHC FRET ratio 530/480, 1 h; 0.74% of 220,000 active; inhibition, % at 20 µM;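 active = mean inhibition across duplicate retests at 20 µM reaching about 50%, limit read from the data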;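 also: 0% = DMSO wells and 100% = wells with excess untagged CBFb-SMMHC; inhibitors lower the FRET ratio by blocking Runt binding to CBFb-SMMHC; some results filed as inactive read as strong as hits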
Target sequence (Q01196 whole entry, looked up, the tested form may be a part): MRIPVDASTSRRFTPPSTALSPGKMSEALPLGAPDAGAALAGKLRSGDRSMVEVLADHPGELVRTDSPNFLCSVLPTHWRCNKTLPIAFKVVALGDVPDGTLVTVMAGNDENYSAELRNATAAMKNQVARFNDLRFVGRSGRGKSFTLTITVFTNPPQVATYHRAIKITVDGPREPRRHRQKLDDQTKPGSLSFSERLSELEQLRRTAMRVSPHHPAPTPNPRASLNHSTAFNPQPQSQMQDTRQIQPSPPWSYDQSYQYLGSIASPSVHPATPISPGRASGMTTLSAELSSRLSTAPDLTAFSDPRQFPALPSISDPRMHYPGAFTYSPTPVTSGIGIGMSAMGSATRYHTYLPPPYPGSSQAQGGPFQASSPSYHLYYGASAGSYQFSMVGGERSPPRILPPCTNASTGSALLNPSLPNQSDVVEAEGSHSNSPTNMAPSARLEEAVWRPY
Target sequence (Q13951 whole entry, looked up, the tested form may be a part): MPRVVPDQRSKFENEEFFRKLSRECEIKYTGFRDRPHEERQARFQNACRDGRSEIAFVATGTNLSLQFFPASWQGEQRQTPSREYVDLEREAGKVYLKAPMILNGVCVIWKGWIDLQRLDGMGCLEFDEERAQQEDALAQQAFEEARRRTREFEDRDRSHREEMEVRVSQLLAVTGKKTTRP
p97 ATPase inh – inhibitors of human p97 ATPase | P55072 | recombinant p97 ATPase, Kinase-Glo ATP luminescence, 3 h | inhibition, % at 8 µM | 0.42% of 220,000 active | AID 1481; in the data active = inhibition above about 15%;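 also: 0% = DMSO vehicle and 100% = wells lacking enzyme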
NPY Y1 blocker – antagonists of human neuropeptide Y receptor Y1; P25929; HEK293-CNG Y1 cells, membrane potential fluorescence; NPY at EC95, then isoproterenol; inhibition, % at 3.6 µM; 1% of 200,000 active; AID 1040;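 active = inhibition above the campaign mean inhibition of all tested compounds plus 3 SD, cut at about 20% in these data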;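 also: 0% = DMSO wells given NPY plus isoproterenol and 100% = isoproterenol alone without NPY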
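Assay system: HEK293 Y1/CNG channel cell line; Doses: single compound dose of 3.6 µM, 0.4% DMSO; Timing: dye 3 h, compound 60 min room temperature, stimulation 45 min; Technique: Membrane-potential fluorescent dye readout; Measure: % inhibition of NPY effect.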
Runt-CBFb FRET – Runt domain-CBFb interaction inhibition | AID 1496 | Cerulean-Runt/Venus-CBFb FRET ratio 530/480, 1 h | inhibition, % at 20 µM | 0.46% of 220,000 active | Q01196+Q13951;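 active = inhibition over about 50% at 20 µM in the single-dose screen, limit read from the data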;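 also: 0% = DMSO wells and 100% = excess unlabeled CBFb competitor control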
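Measured by: fluorescence energy transfer, 422 nm excitation, 530/480 nm emission; Assay system: Cerulean-Runt domain; Medium: Tris pH 7.5 buffer with BSA; Measure: loss of energy transfer signal; Controls: 5 µM unlabeled CBFb as full-inhibition high control; Incubation: protein complex preformed 1 h, compound exposure 1 h, room temperature, dark.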
Hck-Nef inh – blocks Nef-activated human Hck kinase; 0.68% of 220,000 active; P08631; Recombinant Hck-YEEI plus Nef, Z-Lyte FRET kinase assay; inhibition, % at 20 µM; AID 463187;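 active = Hck-Nef kinase inhibition above about 50%, limit read from the data; inactive = inhibition below that limit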;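 also: 0% = DMSO with Hck plus Nef and 100% = Hck alone without Nef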
MDM2 E3 inh – blocks human Mdm2 ubiquitin ligase activity; Q00987; cell-based MDM2 ubiquitination luciferase reporter, 2 h; 0 = plate control, 100 = twice control, blank-subtracted; signal enhancement, % at 5 µM; 0.11% of 210,000 active;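 active = signal enhancement of 30% or more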;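 also: luminescence tracks abundance of the self-degrading MDM2-luciferase fusion protein; higher signal means inhibition of MDM2 E3 ligase activity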
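System: stable MDM2–luciferase fusion reporter cells / Input: 2000 cells seeded into each well / Schedule: 4 h settle plus 2 h compound, 37 °C / Compound: single-point 5 µM / Buffer or medium: cells held in DMEM / Benchmarks: control and blank well means / Evaluation: percent signal gain over controls, blank-subtracted / Measured by: luciferase luminescence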
NPY2 pot ag – human NPY-Y2 potentiation or agonism, primary screen; P49146; cells expressing NPY-Y2, potentiator/agonist read-out; activation, % at 3.6 µM; 0.45% of 220,000 active; AID 1359; in the data active = activation above about 27%;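 also: cells stimulated with NPY near EC25 plus isoproterenol at EC100; 0% = vehicle plus submaximal agonist and 100% = vehicle plus saturating agonist; some results beyond the cut were filed as inactive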
Target sequence (P49146 whole entry, looked up): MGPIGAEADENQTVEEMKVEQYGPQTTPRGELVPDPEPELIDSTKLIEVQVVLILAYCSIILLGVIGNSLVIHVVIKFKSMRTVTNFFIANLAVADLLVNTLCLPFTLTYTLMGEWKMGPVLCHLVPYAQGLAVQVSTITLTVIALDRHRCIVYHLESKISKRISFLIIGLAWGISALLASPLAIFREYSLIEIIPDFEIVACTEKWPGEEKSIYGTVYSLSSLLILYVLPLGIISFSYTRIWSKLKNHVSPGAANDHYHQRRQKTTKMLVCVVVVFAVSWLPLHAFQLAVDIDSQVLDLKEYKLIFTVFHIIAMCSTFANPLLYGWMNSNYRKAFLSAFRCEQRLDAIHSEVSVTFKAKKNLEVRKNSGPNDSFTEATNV
RBBP9 inhibitor – human RBBP9 hydrolase inhibition. O75884. recombinant RBBP9, FP-Rh probe fluorescence polarization. inhibition, % at 7.94 µM. 0.2% of 220,000 active;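 active = inhibition above the campaign mean of all tested compounds plus 3 SD, cut at about 14% in these data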;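 also: plate controls were DMSO wells with RBBP9 for no effect and wells lacking RBBP9 protein for full effect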
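system = RBBP9 protein | input = RBBP9 at 2.5 µM in dispensed solution, before mixing | measured by = fluorescence polarization (mP), excitation 525 nm, emission 598 nm | incubation = enzyme-compound preincubation 30 min, then probe labeling 45 min, 25 °C | buffer or medium = Tris-NaCl-Pluronic buffer, pH 8.0 | compound = single dose 7.94 µM | also added = FP-Rh probe, 375 nM dispensing solution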
* = called active by the depositor; · = no result given.

SMILES | NPY1 pot ag | Runt-SMMHC FRET | p97 ATPase inh | NPY Y1 blocker | Runt-CBFb FRET | Hck-Nef inh | MDM2 E3 inh | NPY2 pot ag | RBBP9 inhibitor
Cc1sc2ncn(CC(=O)NCc3ccccc3)c(=O)c2c1C | 5.5 | -4.0 | 0.8 | · | -0.5 | 20.0 | · | -6.7 | 9.0
CC(=O)NC1C(=O)SC1(C)C (stereo unspecified) | 0.1 | 2.9 | -0.1 | -3.5 | -1.7 | -0.1 | -13.8 | -2.0 | 11.2
COc1cc(C(=S)N2CCN(c3ccccc3Cl)CC2)cc(O)c1O | 16.4 | 37.2 | 10.1 | 1.7 | 38.6 | 36.1 | -0.5 | 30.7* | 0.7
COc1cc(/C=C/C(=O)OCC(=O)NCCN2C(=O)CSC2=O)ccc1OC(F)F | -20.9 | 2.2 | -3.7 | -0.1 | -4.8 | -11.9 | -89.7 | -11.8 | -7.1
COC(=O)[C@@]1(Cc2ccc(F)cc2)[C@H]2c3cc(C(=O)N4CCCC4)n(CCc4ccc(O)c(O)c4)c3C[C@H]2CN1C(=O)c1ccccc1 | -8.0 | 8.6 | 5.7 | -10.5 | 11.9 | -1.4 | · | -2.5 | -5.3
O=C(c1ccc(Cl)cc1)c1cn[nH]c1-c1ccccc1O | -18.4 | 0.3 | 3.7 | -3.5 | -1.2 | 1.1 | -1.9 | -3.6 | 1.1
CC(C)N(C(=O)CSc1nnc(Cn2nnc3ccccc32)n1C)C(C)C | 0.7 | 1.8 | -1.2 | 0.9 | 3.7 | -17.4 | -11.2 | 5.4 | -8.1
O=C(NCCN1CCC(Cc2ccccc2)CC1)C1CCN(S(=O)(=O)N2CCC3(CC2)OCCO3)CC1 | 4.1 | -0.6 | -0.1 | -3.5 | 1.0 | 24.1 | -1.4 | -5.1 | 3.8
COc1ccc(S(=O)(=O)Nc2ccc(S(=O)(=O)Nc3ccc(F)cc3)cc2)cc1C | 30.4 | -0.9 | -2.6 | -7.1 | -2.0 | -8.6 | · | 33.8* | -7.7
COc1ccc(C(=O)NCc2ccc(S(N)(=O)=O)cc2)cc1[N+](=O)[O-] | -28.1 | 0.3 | -2.2 | 0.6 | -0.2 | 18.1 | -14.6 | 2.1 | -1.9
COc1ccc(-c2cc(-c3nnc(COC(=O)C4CC4C)o3)c3ccccc3n2)cc1OC (stereo unspecified) | -52.2 | -37.5 | -4.9 | 7.2 | -14.4 | 0.7 | -13.2 | -5.0 | -6.4
O=C(N/C=N/OCc1ccc(Cl)cc1Cl)NOCc1c(Cl)cccc1Cl | 3.9 | -1.5 | -5.7 | 1.9 | 0.5 | -0.8 | 11.4 | -10.7 | -2.8
C/C(=N\NC(=S)Nc1ccccc1C)c1ccc(O)cc1 | 4.5 | 9.5 | 4.8 | 5.4 | 10.8 | 3.6 | -1.0 | 15.9 | -2.6
COc1cccc(NC(=O)CSCc2n[nH]c(=O)[nH]2)c1 | -2.9 | 1.2 | 1.3 | 0.4 | -0.2 | 0.5 | 1.6 | -5.2 | -4.8
Cc1cc(C(=O)COC(=O)C2=NNC(=O)CC2)c(C)n1-c1ccc(OC(F)F)cc1 | -9.6 | -5.1 | -4.9 | -1.0 | 1.1 | -0.2 | -19.7 | 7.7 | -1.9
O=C(NCCC1=CCCCC1)C1CCN(S(=O)(=O)c2ccc(Br)s2)CC1 | 8.6 | 0.9 | -5.7 | 3.7 | -2.1 | 2.0 | -9.4 | -0.5 | -10.8
C=CCn1c(C)nnc1SCC(=O)c1[nH]c(C)c(C(C)=O)c1C | 7.8 | 0.1 | 1.3 | -0.9 | -0.3 | 0.8 | -17.0 | 4.0 | -12.5
NC(=O)CSc1nnc(-c2ccc(S(=O)(=O)N3CCOCC3)cc2)n1Cc1ccccc1 | 6.9 | 2.3 | 5.9 | -6.5 | 0.4 | 0.8 | -4.7 | 12.6 | 7.8
CCCN1CCN(C(=O)c2cccc3c2C(=O)N(CCOC)C3)CC1 | 3.7 | -2.1 | -4.8 | 5.0 | 0.4 | 0.1 | -14.3 | 5.1 | -5.4
Cc1ccc(C(C(=O)NC(C)(C)C)N(C(=O)c2csnn2)c2ccccc2F)o1 (stereo unspecified) | 1.5 | -2.8 | 5.0 | 4.9 | -0.9 | 0.1 | -4.3 | 12.1 | -7.0
CS(=O)(=O)N1CCc2cc(-c3csc(NC(=O)Cc4cccs4)n3)ccc21 | -7.1 | -1.0 | 10.0 | -9.7 | 2.2 | 1.0 | 1.3 | 36.1* | -12.1
COc1ccc(C2C(C(N)=O)=C(C)Nc3nc(-c4ccccc4Cl)nn32)c(OC)c1 (stereo unspecified) | 6.4 | 1.1 | 3.9 | 2.0 | -0.9 | -0.3 | -16.4 | 8.8 | 1.1
CCN(CC)S(=O)(=O)c1ccc2nc(CSc3nnnn3-c3ccc(O)cc3)[nH]c2c1 | 2.8 | 1.9 | -0.8 | -0.7 | 1.5 | 1.5 | -1.9 | -5.2 | -5.5
CCOC(=O)c1ccc2[nH]c(C)cc(=O)c2c1 | -18.4 | -2.4 | 3.7 | -0.5 | -0.2 | 3.2 | 1.2 | 5.1 | -5.6
N=c1ccn(Cc2ccc(F)cc2)cc1 | -0.2 | -2.5 | 2.0 | · | 1.0 | 15.1 | -6.8 | -8.2 | -6.1
CCOC(=O)CC(NC(=O)c1ccccc1)c1ccc(OC)cc1 (stereo unspecified) | 13.5 | -0.5 | 7.0 | 1.2 | 0.9 | 30.9 | -11.0 | -9.8 | -0.7
CC(=O)c1ccc(OCCCC(=O)n2nnc3ccccc32)cc1 | 10.6 | -3.9 | -1.5 | 2.8 | 3.3 | -2.4 | -20.3 | -5.5 | 0.7
NCCCC[C@H](NC(=O)C1CCNCC1)c1nnc([C@@H](N)CO)o1 | -8.4 | -1.4 | 0.6 | -3.7 | 0.8 | -11.3 | · | -8.2 | -9.6
C=CCn1c(N)nc2ccccc21 | -13.3 | 2.4 | 9.7 | 7.2 | 0.1 | 0.5 | -13.6 | -12.6 | -0.5
CCOc1ccc(-n2c(SCc3cc(=O)oc4cc(C)c(C(C)C)cc34)nnc2-c2cccnc2)cc1 | -32.3 | -4.3 | -4.7 | 11.5 | -7.1 | 3.9 | · | -20.7 | -3.7
NC(=O)CSCc1nc2ccccc2s1 | 0.7 | -3.4 | -0.8 | -3.5 | 0.1 | 8.5 | 1.1 | -21.2 | -5.2
CCCc1nnc(SCC(=O)N2CCCCC2C)n1CCCOC (stereo unspecified) | -1.0 | 0.1 | 2.1 | -1.0 | 0.2 | 0.3 | 2.9 | -1.2 | -2.9
CC(=O)c1c(C)[nH]c(C(=O)CSc2nnc(CN3CCCCCC3=O)n2-c2ccccn2)c1C | -24.2 | -1.9 | 0.7 | 0.8 | -0.5 | 0.5 | -25.3 | 4.5 | -5.1
COC(=O)CN1C(=S)N(c2ccc(F)cc2)C(=O)C1CC(=O)Nc1ccc(OC)cc1 (stereo unspecified) | 16.8 | -2.3 | -0.2 | · | 2.7 | 5.9 | -3.6 | 7.5 | -0.8
N#C/C(=C/c1ccc(CNS(=O)(=O)c2ccccc2)o1)C(=O)NCc1ccccc1 | -9.9 | -1.4 | -3.1 | 6.4 | 1.2 | 4.3 | 0.1 | 3.7 | 4.6
COc1cccc(CNc2ccc(Br)cn2)c1O | -0.7 | -6.8 | -2.4 | -3.2 | -2.8 | -0.1 | -51.1 | 6.7 | -2.0
CC1=C(C#N)C(/C=N/OCc2ccc(Cl)cc2)CC(=O)N1 (stereo unspecified) | -4.0 | 0.8 | 3.2 | 0.2 | 1.7 | 2.5 | 10.3 | 15.6 | -2.8
COc1ccc(Cc2nnc(SCC(=O)N3CCN(c4ccccc4)CC3)o2)cc1 | 10.8 | 0.1 | -2.0 | 5.7 | -1.9 | 13.4 | -28.2 | 5.5 | -1.3
CCOC(=O)C1=C(O)CSC1=Nc1ccccc1 | 12.9 | -1.5 | 3.7 | 3.9 | -1.1 | 1.2 | -26.2 | 12.1 | -1.2
COc1ccc(-n2nnc3c(SCC(=O)c4ccccc4)ncnc32)cc1 | 10.4 | 7.8 | 2.0 | 5.5 | 4.0 | 0.4 | -20.2 | 0.9 | 4.1
CCOc1ccc(NC(=O)c2c[nH]n3c(=O)cc(C4CCN(C(=O)OC(C)(C)C)CC4)nc23)cc1 | 7.0 | 11.6 | 1.2 | · | -9.1 | 29.4 | -6.1 | -2.0 | 5.2
O=C1OCCC1S(=O)(=O)c1ccc2ccccc2c1 (stereo unspecified) | -6.1 | -3.6 | 2.6 | 2.2 | -1.4 | 0.4 | -16.1 | -14.7 | -12.5
CCN(CC)CCn1c(NC(=O)c2ccc(C(F)(F)F)cc2)nc2ccccc21 | -14.8 | -1.4 | -1.2 | 0.6 | 0.3 | 21.6 | -7.1 | -2.1 | 1.3
Cc1ccc(N2C(=O)c3cccc4c(N5CCN(C)CC5)ccc(c34)C2=O)c2cccnc12 | -2.1 | -214.4 | 1.2 | -1.9 | -313.9 | -2.2 | 5.8 | 9.4 | -7.0
Cc1ccc(N(CC(=O)O)S(C)(=O)=O)cc1 | 5.6 | -1.9 | 6.0 | 0.1 | -1.6 | 19.3 | -4.5 | 7.7 | -3.5
Cc1nc2ccccc2n1CC(=O)N/N=C/c1cccs1 | -4.6 | -0.9 | -1.8 | 1.4 | -1.3 | 4.5 | -3.9 | -6.6 | -6.0
Cc1ccccc1C(=O)NCCCc1ccccc1 | -6.1 | -0.2 | -1.4 | -1.1 | -0.9 | 5.0 | -1.7 | 9.4 | -8.7
Cc1c2cnn(-c3ccccc3)c(=O)c2c(C)n1CCCC(=O)NCCN1CCN(C)CC1 | -8.2 | -3.7 | -0.2 | · | 1.9 | 20.9 | -5.4 | -12.9 | -10.0
COc1ccc(C(=O)CC2OC(=O)c3ccccc32)cc1OC (stereo unspecified) | -12.0 | 1.5 | 4.4 | 4.6 | -1.1 | 5.3 | · | 3.2 | 6.4
CC(=O)N/C(=C\c1ccc(F)cc1)C(=O)OC(C)C | -6.5 | -0.6 | -8.4 | 1.1 | 0.0 | 0.6 | -15.2 | -19.8 | -6.4

Screens from PubChem BioAssay.
